Compound activity: PubChem BioAssay, National Center for Advancing Translational Sciences (NCATS)
Pol iota inh = DNA polymerase iota (human) inhibition; Q9UNA4; AID 588590; Pol iota fluorescent replication assay, 10 min; 390,000 tested, 1% active; Potency, µM (top dose mostly 115 µM), for the others: at the top dose activity, negative = inhibition, usual class: inhibitors; also: potency is read from the fitted curve at half-maximal effect
Target sequence (Q9UNA4 whole entry, looked up): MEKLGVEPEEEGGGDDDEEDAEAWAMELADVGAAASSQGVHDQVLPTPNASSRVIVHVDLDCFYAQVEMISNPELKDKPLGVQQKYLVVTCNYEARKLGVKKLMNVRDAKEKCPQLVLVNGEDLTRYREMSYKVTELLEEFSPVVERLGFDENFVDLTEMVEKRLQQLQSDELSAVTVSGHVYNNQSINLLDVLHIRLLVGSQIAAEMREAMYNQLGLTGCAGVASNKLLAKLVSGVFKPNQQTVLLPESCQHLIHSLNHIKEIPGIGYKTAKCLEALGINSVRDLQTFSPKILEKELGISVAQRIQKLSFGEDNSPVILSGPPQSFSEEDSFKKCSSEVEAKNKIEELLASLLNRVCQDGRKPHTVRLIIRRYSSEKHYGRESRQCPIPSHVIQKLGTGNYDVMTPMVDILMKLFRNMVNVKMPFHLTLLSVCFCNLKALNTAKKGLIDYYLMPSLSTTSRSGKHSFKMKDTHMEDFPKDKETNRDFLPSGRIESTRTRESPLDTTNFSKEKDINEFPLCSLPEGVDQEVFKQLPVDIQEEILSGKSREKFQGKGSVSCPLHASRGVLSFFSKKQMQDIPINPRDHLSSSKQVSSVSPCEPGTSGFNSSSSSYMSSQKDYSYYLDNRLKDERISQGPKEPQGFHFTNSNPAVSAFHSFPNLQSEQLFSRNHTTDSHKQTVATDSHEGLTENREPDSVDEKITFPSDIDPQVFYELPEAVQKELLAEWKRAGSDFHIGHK
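Pol iota at 10 nM preincubated 15 min with compounds at room temperature; reaction started with fluorescent substrate, 50 nM final. Fluorescence read kinetically at 0 and 10 min; buffer-only wells as negative control.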
POLK inh = DNA polymerase kappa (human) inhibition; Potency, µM (series often up to 107 µM), without a hit: at the top dose activity, negative = inhibition, hits mostly inhibitors; 400,000 tested, 0.53% active; purified Pol kappa, fluorescent DNA synthesis assay, 10 min; AID 588579; Q9UBT6; also: potency is read from the fitted curve at half-maximal effect; % is scaled to controls: 0 for no effect and ±100 for the full control effect
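Fluorescent qHTS in 1536-well format: enzyme (10 nM) and compound sat 15 min at room temperature before 50 nM substrate (final) was added. Signal taken at 0 and 10 min; no-enzyme buffer wells were negative controls.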
Pol beta inh = inhibitors of human DNA polymerase beta; P06746; Pol beta primer extension/strand displacement, fluorescence kinetic; Potency, µM (doses to about 114 µM), inactives show at the top dose activity change, negative = inhibition, actives largely listed as inhibitors; 340,000 tested, 1.3% active; AID 485314; also: potency is read from the fitted curve at half-maximal effect; % is scaled to controls: 0 for no effect and ±100 for the full control effect
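Human Pol beta at 10 nM; strand-displacement substrate 50 nM final. Compound exposure 15 min at room temperature before start, reaction 10 min at room temperature.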
APE1 inh = inhibitors of human APE1 endonuclease; P27695; recombinant APE1, TAMRA/BHQ-2 abasic DNA cleavage fluorescence; Potency, µM (series often up to 65.8 µM), for inactives: at the highest dose activity change, negative = inhibition, hits mostly inhibitors; 350,000 tested, 0.35% active; AID 2517;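 also: potency is read from the fitted curve at half-maximal effect; plate controls were vehicle for no effect and reference inhibitor for full effect; nearly all actives have a fitted effect of over 55% in size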
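Activity was derived from the fluorescence gain between first and third kinetic reads (60 s intervals, ex 525/em 598 nm) after 50 nM THF-abasic TAMRA/BHQ-2 duplex was added to 0.75 nM APE1 preincubated 15 min with compound.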
Anesthetic bind = candidate novel general anesthetic via apoferritin binding; P02791; apoferritin/1-aminoanthracene competitive binding, fluorescence; Potency, µM (highest dose often 77.5 µM), for inactives: top-dose activity change, negative = displacement, actives largely listed as inhibitors; 350,000 tested, 0.074% active; AID 485281; also: potency is read from the fitted curve at half-maximal effect; % is scaled to controls: 0 for no effect and ±100 for the full control effect; nearly all actives have a fitted effect of over 20% in size
Target sequence (P02791 2-175 limits assumed): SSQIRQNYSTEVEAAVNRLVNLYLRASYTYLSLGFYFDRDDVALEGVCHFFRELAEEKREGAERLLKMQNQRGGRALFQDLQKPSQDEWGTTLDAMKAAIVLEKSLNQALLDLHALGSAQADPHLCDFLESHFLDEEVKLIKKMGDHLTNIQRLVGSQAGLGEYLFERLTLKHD
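10 uM apoferritin + 50% sat. 1-AMA, PBS; cpd 10 min RT; Ex380/Em535 endpoint; normalized to free probe vs complex; 4-param Hill fit; propofol titration as pos. ctrl.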
LDHA inh = inhibitors of human lactate dehydrogenase A | 480,000 tested, 0.15% active | purified LDHA, NADH/diaphorase-resazurin fluorescence; stronger effect = lower value | activity change, % (values are at about 110 or 230 µM) | P00338; in the data active = activity change below about -30%; inconclusive = mostly about -25% to -30%;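 also: plate controls were DMSO wells for no effect and wells without enzyme for full effect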
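Resorufin fluorescence (ex540/em590), read at 0 and 20 min after diaphorase/resazurin addition, reports the NADH left after a 5 min room-temperature reaction of 2 nM human LDH5 with 0.06 mM NADH and 0.2 mM pyruvate.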
BLM helicase inh = inhibitors of human Bloom syndrome helicase BLM; P54132; recombinant BLM DNA unwinding, fluorescence dequenching; Potency, µM (top dose mostly 56.1 µM), inactives show at the highest dose activity change, negative = inhibition, most hits filed as inhibitors; 350,000 tested, 0.2% active;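 also: potency is read from the fitted curve at half-maximal effect; plate controls were vehicle for no effect and no enzyme for full effect; nearly all actives have a fitted effect of over 35% in size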
Glioma ERSR ind = ER stress response induction in glioma; 420,000 tested, 0.02% active; AID 602332; Potency, µM, without a hit: at the top dose activation, most hits filed as activators; U87-MG GRP78 promoter luciferase reporter, 16 h; also: potency is read from the fitted curve at half-maximal effect; series mostly up to about 76 µM; % of control where 0% means no effect; nearly all actives have a fitted effect of over 35% in size
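ERSR induction read as luciferase luminescence (Bright-Glo, 10 min at room temperature) in stably transfected human U87-MG glioma cells exposed to compounds for 16 h, using GRP78 as sensor.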
POLH inh = blocks human DNA polymerase eta activity; recombinant Pol eta, fluorescent DNA replication assay; Potency, µM (top dose mostly 114 µM), for inactives: at the top dose activity change, negative = inhibition, actives largely listed as inhibitors; 390,000 tested, 1.2% active; AID 588591; also: potency is read from the fitted curve at half-maximal effect; % is scaled to controls: 0 for no effect and ±100 for the full control effect
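Pol eta at 10 nM preincubated with compounds 15 min at room temperature; reaction started with fluorescent substrate (50 nM final) and read kinetically at 0 and 10 min.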
* = called active by the depositor; & = joins results of further samples; [ ] = remark or other dose. Unless noted, calls follow the shape of the dose curve; as a rule, active = well fitted curve in the direction sought with a large enough effect; inconclusive = small, poorly fitted or top-dose-only effect, or another doubt; inactive = no such curve, though single readings can be large; an effect the other way counts as inactive or inconclusive. The list is partial (hit frequency here may not be typical).

How did Cc1ccc(CN2CCN(/N=C/c3cc([N+](=O)[O-])ccc3Cl)CC2)cc1 do in these assays?
Pol iota inh: 14%; POLK inh: -5%; Pol beta inh: -10%; APE1 inh: 3%; Anesthetic bind: -20%; LDHA inh: -3; BLM helicase inh: -5%; Glioma ERSR ind: -3%; POLH inh: -14%

Results for CC(C)(C)NC(=O)C[C@H]1C[C@H](C(=O)N2CCCCC2)[C@@]2(C)c3[nH]c4cc(-c5ccco5)ccc4c3CCN2C1=O ?
Pol iota inh: 20%; POLK inh: 0%; APE1 inh: -13%; LDHA inh: -7; Glioma ERSR ind: -1%; POLH inh: -26%

How did CCN(CCCNC(=O)CSc1cc(=O)n(C)c2ccccc12)c1ccccc1 do in these assays?
Pol iota inh: 34%[activator]; POLK inh: 4%; Pol beta inh: 28%; Anesthetic bind: inconclusive; LDHA inh: 6; BLM helicase inh: 1%; Glioma ERSR ind: 1%; POLH inh: -13%

Results for COCCn1c(=O)c(-c2ccccc2)nc2cnc(N3CCN(C)CC3)nc21 ?
POLK inh: -2%[60.1 µM]; APE1 inh: 0%; BLM helicase inh: 5%; Glioma ERSR ind: -5%

What do the screens show for `COC(=O)c1nc(N)sc1-c1ccc(Cl)c(Cl)c1`?
Pol iota inh: 23%; POLK inh: -5%; Pol beta inh: -29%; APE1 inh: 5%; Anesthetic bind: -1%; LDHA inh: -6; BLM helicase inh: -1%; Glioma ERSR ind: -4%; POLH inh: -13%

Results for CCOc1ccc(Sc2cc(C(=O)NC(C)CC)c3ccccc3n2)cc1 (stereo not given) ?
Pol iota inh: 16%; POLK inh: -4%[60.1 µM]; Pol beta inh: 12%; Anesthetic bind: 23%; LDHA inh: -2; BLM helicase inh: -5%; Glioma ERSR ind: -3%; POLH inh: -4%

What do the screens show for `CC(=O)N1C(=S)NC(=O)/C1=C1/C(=O)N(CC(=O)Nc2cccc(C)c2)c2ccccc21`?
Pol iota inh: -9%; POLK inh: -10%; Pol beta inh: -2%; APE1 inh: -10%; Anesthetic bind: -8%; LDHA inh: -5; BLM helicase inh: 1%; Glioma ERSR ind: -3%; POLH inh: -9%

How did Cc1ccc(Cn2nnc3c(=O)[nH]c(C4CCCN(S(=O)(=O)c5ccccc5)C4)nc32)cc1 (stereo not given) do in these assays?
Pol iota inh: -7%; POLK inh: -8%; Pol beta inh: -9%; APE1 inh: 0%; Anesthetic bind: -22%; LDHA inh: -5; BLM helicase inh: -7%; Glioma ERSR ind: -1%; POLH inh: 2%

How did Cc1ccc(NC(=O)C(C)N2C(=O)c3ccccc3C2=O)cc1S(=O)(=O)N1CCOCC1 (stereo not given) do in these assays?
Pol iota inh: -6%; POLK inh: -17%; Pol beta inh: -7%; APE1 inh: -1%; Anesthetic bind: -17%; LDHA inh: 2; BLM helicase inh: -11%; Glioma ERSR ind: -1%; POLH inh: -4%

What do the screens show for `Cc1ccc(NC(=O)CN(C)C(=O)c2ccc(NS(=O)(=O)c3cccc([N+](=O)[O-])c3)cc2)cc1`?
Pol iota inh: -4%; POLK inh: -13%; APE1 inh: 33%; LDHA inh: -7; Glioma ERSR ind: -2%; POLH inh: -12%

What do the screens show for `Cc1cc(NS(=O)(=O)c2ccc(C(C)C)cc2)no1`?
Pol iota inh: 4%; POLK inh: 0%; Pol beta inh: 6%; APE1 inh: 3%; Anesthetic bind: -3%; LDHA inh: 0; BLM helicase inh: 1%; Glioma ERSR ind: -4%; POLH inh: -2%

Results for CCC(C)NC(=O)c1ccc(CSc2nc3ccncc3n2Cc2ccc(F)cc2)cc1 (stereo not given) ?
Pol iota inh: -1%; POLK inh: -3%; Pol beta inh: 8%; APE1 inh: 0%; Anesthetic bind: -13%; LDHA inh: 1; BLM helicase inh: -1%; Glioma ERSR ind: 3%; POLH inh: -16%

Molecules listed so far containing an aryl thioether with sulfur outside any ring:
How did CCN(CCCNC(=O)CSc1cc(=O)n(C)c2ccccc12)c1ccccc1 do in these assays?
Pol iota inh: 34%[activator]; POLK inh: 4%; Pol beta inh: 28%; Anesthetic bind: inconclusive; LDHA inh: 6; BLM helicase inh: 1%; Glioma ERSR ind: 1%; POLH inh: -13%

Results for CCOc1ccc(Sc2cc(C(=O)NC(C)CC)c3ccccc3n2)cc1 (stereo not given) ?
Pol iota inh: 16%; POLK inh: -4%[60.1 µM]; Pol beta inh: 12%; Anesthetic bind: 23%; LDHA inh: -2; BLM helicase inh: -5%; Glioma ERSR ind: -3%; POLH inh: -4%

Results for CCC(C)NC(=O)c1ccc(CSc2nc3ccncc3n2Cc2ccc(F)cc2)cc1 (stereo not given) ?
Pol iota inh: -1%; POLK inh: -3%; Pol beta inh: 8%; APE1 inh: 0%; Anesthetic bind: -13%; LDHA inh: 1; BLM helicase inh: -1%; Glioma ERSR ind: 3%; POLH inh: -16%

Later entries.
How did Cc1cc(NC(=O)CN2CCN(S(=O)(=O)c3ccc(Cl)cc3)CC2)no1 do in these assays?
Pol iota inh: 16%; POLK inh: -5%; Pol beta inh: -10%; APE1 inh: -3%; Anesthetic bind: -18%; LDHA inh: 0; BLM helicase inh: -2%; Glioma ERSR ind: -6%; POLH inh: -2%

What do the screens show for `C/C(=N\NC(=O)Cc1ccc([N+](=O)[O-])cc1)c1cccnc1`?
Pol iota inh: 21%; POLK inh: -13%; Pol beta inh: 41%; APE1 inh: -9%; Anesthetic bind: inconclusive; LDHA inh: -7; BLM helicase inh: -1%; Glioma ERSR ind: -3%; POLH inh: -17%

How did COc1ccccc1N(CC(=O)N1CCN(c2ccc(F)cc2)CC1)S(=O)(=O)c1ccc(C)cc1 do in these assays?
Pol iota inh: 12%; POLK inh: -20%; Pol beta inh: -26%; APE1 inh: 26%; Anesthetic bind: -12%; LDHA inh: -2; BLM helicase inh: -9%; Glioma ERSR ind: -5%; POLH inh: -14%

Results for CN1C(=O)N(C)C2C1NC(=O)N2C (stereo not given) ?
Pol iota inh: 7%; POLK inh: -3%; Pol beta inh: 0%; APE1 inh: 2%; Anesthetic bind: -4%; LDHA inh: -8; BLM helicase inh: 1%; Glioma ERSR ind: 1%; POLH inh: 1%

How did CCOc1ccccc1NC(=O)Nc1ccc(Br)cn1 do in these assays?
Pol iota inh: 22%; POLK inh: 2%; Pol beta inh: 6%; APE1 inh: -5%; Anesthetic bind: -2%; LDHA inh: -4; BLM helicase inh: 0%; Glioma ERSR ind: 2%; POLH inh: -13%

How did COc1ccc(C(=O)NCC(=O)NCC(=O)OCc2ccc(Cl)cc2)cc1 do in these assays?
Pol iota inh: -4%; POLK inh: 0%; Pol beta inh: 57%; APE1 inh: 28%; Anesthetic bind: -4%; LDHA inh: -7; BLM helicase inh: -3%; Glioma ERSR ind: -1%; POLH inh: 0%

Results for Cc1cc(NC(=O)c2ccco2)ccc1NC(=O)Cc1cccs1 ?
Pol iota inh: 14%; POLK inh: 0%; Pol beta inh: -1%; APE1 inh: 14%; Anesthetic bind: -7%; LDHA inh: -8; BLM helicase inh: 3%; Glioma ERSR ind: 8%; POLH inh: -8%

How did CCSc1nnc(NC(=O)c2cc(-c3ccc(C)c(C)c3O)n[nH]2)s1 do in these assays?
Pol iota inh: -4%; POLK inh: -5%; Pol beta inh: 5%; APE1 inh: -3%; Anesthetic bind: 11%; LDHA inh: -4; BLM helicase inh: 4%; Glioma ERSR ind: 0%; POLH inh: -4%

How did CC(C)(C)N(Cc1ccccc1)C(=O)COC(=O)CCN1C(=O)C2CC=CCC2C1=O (stereo not given) do in these assays?
Pol iota inh: 19%; POLK inh: -17%; APE1 inh: 15%; LDHA inh: -3; Glioma ERSR ind: -2%; POLH inh: -9%

What do the screens show for `CC(C)NC(=S)N1CCn2c(nc3ccccc32)C1`?
Pol iota inh: 231%[activator]; POLK inh: -10%; Pol beta inh: 42%; APE1 inh: 1%; Anesthetic bind: -1%; LDHA inh: -6; BLM helicase inh: 3%; Glioma ERSR ind: -4%; POLH inh: -9%

What do the screens show for `Cc1nnc(SC2CC(=O)N(c3ccccc3)C2=O)s1` (stereo not given)?
Pol iota inh: 15%; POLK inh: -21%; Pol beta inh: -16%; APE1 inh: 5%; Anesthetic bind: -5%; LDHA inh: -5; BLM helicase inh: 0%; Glioma ERSR ind: -15%; POLH inh: -24%

What do the screens show for `C=C(C)C1CC=C(C)C(O)C1` (stereo not given)?
POLK inh: -11%[60.1 µM]; APE1 inh: -1%&3%; Anesthetic bind: inconclusive; BLM helicase inh: 3%; Glioma ERSR ind: 11µM*

What do the screens show for `O=C(OCCCN=C1NS(=O)(=O)c2ccccc21)c1cccs1`?
Pol iota inh: 18%; POLK inh: -5%; Pol beta inh: 3%; APE1 inh: 3%; Anesthetic bind: -2%; LDHA inh: 0; BLM helicase inh: 2%; Glioma ERSR ind: -4%; POLH inh: -1%

How did CC(C)C(=O)Nc1ccc(N2CCN(S(C)(=O)=O)CC2)cc1 do in these assays?
Pol iota inh: inconclusive; POLK inh: -7%; Pol beta inh: 13%; APE1 inh: 0%; Anesthetic bind: 1%; LDHA inh: -2; BLM helicase inh: -2%; Glioma ERSR ind: 0%; POLH inh: -17%

Results for COc1cccc(C2=CC(=O)C[C@H](c3ccc(F)cc3)C2)c1 ?
Pol iota inh: 110%[activator]; POLK inh: -7%; APE1 inh: 9%; LDHA inh: -12; Glioma ERSR ind: -4%; POLH inh: -9%

What do the screens show for `O=C(CCCCCBr)N1CCC(CC2CC(c3ccc(Cl)cc3)=NO2)(C(=O)NCC2CCCCC2)CC1` (stereo not given)?
Pol iota inh: -22%; POLK inh: 11%; Pol beta inh: -1%; APE1 inh: 32%; Anesthetic bind: -15%; LDHA inh: 4; BLM helicase inh: -1%; Glioma ERSR ind: -1%; POLH inh: -9%
